Screens: PubChem BioAssay, Sanford-Burnham Center for Chemical Genomics
SENP8 inh: SENP8 protease inhibition. Q96LD8. purified SENP8, Z-RLRGG-aminoluciferin cleavage, luminescence. inhibition, % at 10 µM. 330,000 tested, 1.2% active
Gli-Sufu block: blocks Gli-Sufu signaling in a luciferase reporter. Sufu-KO-LIGHT fibroblasts, Gli luciferase reporter luminescence. inhibition, % at 5 µM. 340,000 tested, 0.74% active. AID 588413;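 active = inhibition above about 55%, limit read from the data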;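 also: 0% = DMSO-treated cells and 100% = wells with medium but no cells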
HKDC1 inh: blocks human hexokinase HKDC1 activity; Q2TB90; recombinant HKDC1, G6PDH/diaphorase resazurin coupled fluorescence; inhibition, % at 20 µM; 340,000 tested, 0.16% active; AID 493160;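 active = inhibition above about 35% when tested at 20 µM, limit read from the data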;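 also: plate controls were DMSO wells with enzyme for no effect and DMSO wells lacking enzyme for full effect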
Target sequence (Q2TB90 whole entry, looked up): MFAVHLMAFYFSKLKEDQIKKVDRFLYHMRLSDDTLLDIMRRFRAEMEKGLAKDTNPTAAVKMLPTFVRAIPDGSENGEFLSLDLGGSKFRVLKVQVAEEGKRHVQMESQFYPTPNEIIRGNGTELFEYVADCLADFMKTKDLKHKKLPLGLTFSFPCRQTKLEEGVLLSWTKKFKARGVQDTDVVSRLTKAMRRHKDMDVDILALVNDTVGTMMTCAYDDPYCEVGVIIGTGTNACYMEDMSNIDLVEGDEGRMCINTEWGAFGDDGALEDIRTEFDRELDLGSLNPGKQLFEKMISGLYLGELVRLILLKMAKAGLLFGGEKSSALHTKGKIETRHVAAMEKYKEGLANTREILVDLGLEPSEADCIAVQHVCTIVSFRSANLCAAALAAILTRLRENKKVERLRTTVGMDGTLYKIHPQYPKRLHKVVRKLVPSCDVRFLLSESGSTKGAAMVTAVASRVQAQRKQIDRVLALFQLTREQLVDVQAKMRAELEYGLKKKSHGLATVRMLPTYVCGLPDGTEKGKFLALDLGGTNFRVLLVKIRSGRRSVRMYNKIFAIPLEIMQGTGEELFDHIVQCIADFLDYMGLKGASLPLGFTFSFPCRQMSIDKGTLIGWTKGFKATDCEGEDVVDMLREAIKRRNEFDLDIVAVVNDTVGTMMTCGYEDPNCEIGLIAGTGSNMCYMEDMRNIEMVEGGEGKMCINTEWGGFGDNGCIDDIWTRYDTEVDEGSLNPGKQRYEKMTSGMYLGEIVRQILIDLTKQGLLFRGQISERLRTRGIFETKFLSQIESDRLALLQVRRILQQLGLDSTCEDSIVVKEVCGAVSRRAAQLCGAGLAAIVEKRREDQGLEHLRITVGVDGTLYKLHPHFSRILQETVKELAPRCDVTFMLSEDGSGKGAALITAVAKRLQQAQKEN
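Assay system: recombinant HKDC1 hexokinase; detection: coupled resazurin fluorescence, excitation 525 nm, emission 613 nm; benchmarks: DMSO-plus-enzyme-mix negative control, buffer-substituted positive control; compound dosing: single 20 µM dose; schedule: 90 min at room temperature in dark; also added: glucose plus 1 mM ATP as hexokinase substrates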
Jurkat NFkB inh: lowers PMA/ionomycin-induced NF-kB signal in Jurkat cells. PMA/ionomycin-induced NF-kB luciferase reporter, luminescence. 330,000 tested, 0.53% active. inhibition, % at 4 µM
697 NFkB inh: inhibitors of the PMA/ionomycin-induced NF-kB reporter in 697 B cells | 697 B-cell NF-kB luciferase reporter, 16 h | inhibition, % at 4 µM | 330,000 tested, 0.33% active; in the data active = inhibition above about 35%
Apaf1 inhib: inhibitors of human Apaf-1 apoptosome. 330,000 tested, 0.71% active. O14727. AID 489030. inhibition, % at 20 µM. reconstituted apoptosome caspase-3 activity, DEVD-Rh110 fluorescence; active = inhibition of at least 40% at 20 µM;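 also: plate controls were DMSO wells for no effect and DEVD-CHO caspase inhibitor wells for full effect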
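Assay system: Apoptosome proteins | Medium: pH 7.5 Hepes buffer with CHAPS, BSA, DTT | Also added: Cytochrome c and DEVD-Rh110 substrate | Times: 30 min plus 50 min, RT | Detection: Rhodamine 110 fluorescence at Ex 480/Em 540 nm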
SENP7 block: blocks the human protease SENP7; Q9BQF6; recombinant SENP7, Z-RLRGG-aminoluciferin luminescence, 40 min; inhibition, % at 5 µM; 330,000 tested, 1.5% active;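 active = inhibition above about 50% at the single test dose, limit read from the data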;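 also: plate controls were DMSO with enzyme for no effect and no enzyme buffer wells for full effect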
UBC13 inh: inhibitors of human UBC13 polyubiquitin chain formation. P61088. 330,000 tested, 0.47% active. inhibition, % at 20 µM. AID 485273. TR-FRET; in the data active = inhibition above about 45%, passing the limit was not always enough
Target sequence (P61088 whole entry, looked up): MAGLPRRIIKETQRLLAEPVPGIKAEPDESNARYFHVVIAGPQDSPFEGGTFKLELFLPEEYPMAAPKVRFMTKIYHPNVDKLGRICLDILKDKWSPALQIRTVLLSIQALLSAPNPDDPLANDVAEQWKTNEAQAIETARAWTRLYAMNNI
Active calls of the source: *; / = not tested or not shown. Rule as the data show it, unless noted: active = inhibition above about 50%; inactive = the rest.

mol	Jurkat NFkB inh	697 NFkB inh	Gli-Sufu block	SENP8 inh	SENP7 block	Apaf1 inhib	UBC13 inh	HKDC1 inh
O=C(c1ccc(Cl)c(Cl)c1)c1cc(-c2ccccn2)c(N2CCOCC2)s1	-4	-36	-20	7	3	17	15	1
Cc1ccc(C(=O)Oc2ccccc2N2C(=O)C3CCC(C)CC3C2=O)cc1 (centres undefined)	2	-7	33	3	8	16	6	4
COc1cc(OC)c(-c2cc(C(=O)O)ccc2OC)c(OC)c1	10	5	2	-4	-1	3	-8	-13
CC(C)NC(=O)c1ccccc1NC(=O)Cc1ccc(Cl)cc1	6	16	-9	11	-2	-5	10	-9
Cc1c(Cl)cccc1NC(=O)CC1Oc2ccccc2NC1=O (centres undefined)	-8	4	-17	-9	-8	7	-6	-4
CCCc1nc(SCC(=O)NCc2ccco2)c2c(=O)n(C)c(=O)n(C)c2n1	9	-36	4	-2	-16	15	-13	-3
CCC(CC)NC(=O)Cc1ccc(F)cc1	1	9	19	0	4	-13	2	-2
COc1ccc(NC(=O)NNC(=O)C(O)(c2ccccc2)c2ccccc2)cc1	6	7	-9	9	-12	3	3	-1
COc1cccc(NS(=O)(=O)NC(=O)c2c[nH]c3ccccc23)c1	-2	-6	-4	-12	-13	-10	-4	-5
Cc1ccc(-c2noc(CCC(=O)NC3CCCc4ccccc43)n2)cc1 (centres undefined)	-15	-20	-9	-6	-2	11	-7	-3
CCCC(=O)Nc1ccc(-c2csc(NNC(C)=O)n2)cc1	-18	18	-2	-2	9	-3	-2	-2
COc1ccc(/C=N/NC(=O)CCN2CCN(c3ccccc3)CC2)c(OC)c1OC	-10	-1	1	3	-3	5	-8	-10
CCCOC(=O)c1ccc(NC(=O)/C=C/c2cccs2)cc1	-131	-154	-28	35	24	8	6	1
Cc1ccc2nc(NC(=O)C3CCCN(S(=O)(=O)c4cccc5nonc45)C3)sc2c1 (centres undefined)	5	-13	/	-2	-5	4	-18	/
CCCc1n[nH]c2c1/C(=N\O)CCC2	0	-34	2	5	-13	10	-11	3
CCOC(=O)c1c(C)[nH]c(C(=O)COc2ccc3c(c2)OCO3)c1C	-15	-5	-24	-11	-2	19	-2	-2
CCN(C[C@H]1N[C@@](C)(C(=O)OC)[C@H]2C(=O)N(Cc3ccccc3)C(=O)[C@@H]12)C(=O)Nc1ccccc1	-2	5	-18	-1	12	0	-3	-2
Cc1nnc(SCC(=O)N2N=C(c3ccc(Cl)cc3)CC2c2ccco2)[nH]c1=O (centres undefined)	-8	-19	-13	-8	-6	6	-11	7
CC(c1nccs1)N(C)c1nc2nonc2nc1N(C)C (centres undefined)	4	10	-10	0	3	-19	8	-2
CCOC(=O)Nc1ccc2nc3n(c(=O)c2c1)CCCCC3	-25	15	-3	-2	8	3	-2	-6
Cc1cc(C)c(S(=O)(=O)N2CCN(C(=O)C(C)Cn3cncn3)CC2)c(C)c1 (centres undefined)	6	10	-28	0	3	5	6	-8
O=C(NCCCN1CCOCC1)C(Sc1ccccc1)c1ccccc1 (centres undefined)	-25	-37	-3	-7	-11	19	-14	-2
CCN(CC)S(=O)(=O)c1ccc2c(c1)c(=O)c(C(=O)NCCc1ccc(OC)c(OC)c1)cn2C	-9	8	0	-14	-13	11	-6	2
CC(=O)c1cccc(S(=O)(=O)N2CCC(C(=O)Nc3cccc(C(=O)NC4CC4)c3)CC2)c1	13	16	-9	7	-1	-15	5	-5
CCOc1ccccc1NC(=O)C1(S(=O)(=O)c2ccc(Cl)cc2)CC1	-6	11	-2	8	-2	16	1	14
C[C@@H]1COC(=O)[C@@H](Cc2ccc(F)cc2)CC/C=C\C[C@@H](CC(=O)NCCO)C(=O)N1	3	11	6	-4	-10	-4	16	-5
CCOCCN1CCN(c2c(C)c(C)nc3cc(-c4cc(OC)cc(OC)c4)nn23)CC1	-4	4	21	-11	-5	6	4	-6
Cn1c(C(=O)NCc2ccco2)cc2c(=O)[nH]c3ccccc3c21	8	29	7	-5	0	6	7	-4
CC(=O)Nc1ccc(CN2CCCN(C)CC2)cc1	6	17	2	3	2	-14	-4	-6
O=C(NCC(=O)N1CCN(c2ccccc2)CC1)c1ccc(Br)o1	-1	7	-7	4	4	-17	-2	-3
Cc1ccc(-c2csc3nc(SCC(N)=O)n(Cc4ccccc4)c(=O)c23)cc1	16	-15	10	-5	-7	17	4	-9
COc1ccc(-c2cc(-c3ccc(Br)cc3)nc3ncnn23)cc1OC	-3	9	-5	2	3	2	33	1
COc1ccc(OCc2cc(C(=O)NCCCc3ccccc3)no2)c(Cl)c1	-8	7	5	-1	6	13	-7	-1
O=C(Nc1ccc(Oc2ccccc2)nc1)C1CCCCN1Cc1cccc(O)c1 (centres undefined)	22	2	5	5	1	16	-3	5
CCOc1ccc(N2C(=O)CN=C2Nc2ccccc2Cl)cc1	9	24	2	-8	2	-1	14	-10
CC(=O)NC(c1ccco1)c1ccc2cccnc2c1O (centres undefined)	21	-4	-10	4	4	-13	-15	-13
CCC(=O)Nc1ccc(C(=O)n2ccc(C)n2)cc1	-2	-14	-19	-7	-8	6	-10	-4
Cc1cc(C)nc(NC(=O)NS(=O)(=O)Nc2ccc(Br)cn2)n1	-1	-5	15	7	1	-3	3	0
CC(C)(C)C(=O)Nc1nnc(CC(=O)NCc2ccccc2)s1	-5	19	0	1	5	2	6	11
CCOC(=O)CNC(=O)N1CCC(CCOc2ccccc2)(C(=O)OCC)CC1	-12	2	11	1	-11	2	-8	-5
COc1ccc(CNC(=O)COC(=O)c2c(C)nn(-c3ccccc3)c2C)cc1OC	-6	-32	-3	-2	4	6	-3	-4
Cc1ccc2ncc(NC(=O)c3ccc(F)cc3)c(=O)n2c1	-7	-12	-37	10	2	-2	-4	-3
Cc1ccc(S(=O)(=O)Oc2cc(N)c3c(n2)CCC3)cc1	-48	-15	8	-10	8	-5	-10	-1
CC(C)(C)NC(=O)CSc1ccc(C(C)(C)C)cc1	-6	14	1	1	-2	-2	12	2
CC(C)N(C(=O)[C@H]1CC(CC(=O)NCC23CC4CC(CC(C4)C2)C3)C(=O)N2CCc3c([nH]c4ccccc34)[C@]12C)C(C)C (some centres undefined)	8	11	1	-5	-7	23	-17	-1
CC(OC(=O)c1ccc(-n2cnnn2)cc1)C(=O)Nc1ccc(F)c(F)c1F (centres undefined)	4	14	-7	-1	-3	-17	2	-5
COc1ccc(N2C(=O)CC(N3CCN(c4ccc(C(=O)c5cccnc5)cc4)CC3)C2=O)cc1 (centres undefined)	-5	-8	0	0	-1	-9	-4	-2
Cc1ccc(C)c2nc(SCC(=O)Nc3ccc4c(c3)OCO4)c(C#N)cc12	-6	7	1	-5	-1	-15	-15	-4
Cc1c(Cl)cccc1NC(=S)Nc1ccccn1	4	-14	-1	-9	-9	-2	-10	0
CCCCNc1nc(-c2ccccc2)cc(C(F)(F)F)c1C(N)=O	0	-18	0	5	1	6	7	-4
COc1ccc(NS(=O)(=O)c2ccc(NC(=O)Cc3cccs3)cc2)cc1	16	-12	4	-3	-1	3	7	-4
COc1ccc(CC(=S)N2CCOCC2)cc1OC	-2	-5	3	4	-3	16	-4	-4
CCOC(=O)c1c(C)[nH]c(C)c1S(=O)(=O)NCCN1CCN(c2cc(Cl)ccc2C)CC1	12	12	34	-11	-5	24	6	10
CC12CCC(C(=O)NC3CCCC3)(CC1=O)C2(C)C (centres undefined)	17	14	5	-4	-2	-9	1	-11
Cc1ccc(S(=O)(=O)N2CCSC2)cc1C	-3	4	56*	6	5	-1	-1	-6
Cc1ccc(CSC2=NCCN2C(=O)c2ccco2)cc1	-5	23	-4	8	6	2	6	-2
COc1ccccc1N1CCN(C(=O)CN2C(=O)c3ccccc3S2(=O)=O)CC1	5	8	-2	8	3	-20	15	-1
COC(=O)c1c(NC(=O)COC(=O)Cn2cnc3ccccc32)sc2c1CCCC2	-16	22	0	-8	-2	14	7	-1
Clc1nc(N2CCOCC2)ncc1Br	3	10	4	3	-3	-13	4	-3
C=CC[C@@H](CC(=O)N[C@@H](CO)Cc1ccccc1)C(=O)N[C@@H](COC(=O)[C@H](CC=C)CC(=O)OC(C)(C)C)Cc1c[nH]c2ccccc12	15	-3	13	2	5	12	18	7

Continuation.
mol	Jurkat NFkB inh	697 NFkB inh	Gli-Sufu block	SENP8 inh	SENP7 block	Apaf1 inhib	UBC13 inh	HKDC1 inh
O=C(NCCN1CCNC1=O)C1CCC(=O)N(CCc2ccc(Cl)cc2)C1 (centres undefined)	-25	-5	-22	7	6	2	-2	3
CCCOc1ccc(NC(=O)CC2C(=O)N(Cc3ccccc3)C(=S)N2Cc2cccs2)cc1 (centres undefined)	-3	-3	-21	0	1	-8	3	1
Cc1ccc(C(=O)O)cc1NC(=O)CSc1nnc(-c2ccccc2F)n1C1CCCCC1	5	10	-7	4	-2	-11	8	-3
CC(NC(=O)COC(=O)/C=C/c1cccc(F)c1)c1ccccc1 (centres undefined)	7	16	-3	4	0	-2	13	-4
CCOC(=O)Cc1nnc(NC(=O)C23CC4CC(CC(C4)C2)C3)s1	9	17	3	7	-5	0	6	1
COc1cccc2cc(C(=O)NCc3ccc(Cl)cc3)c(=O)oc12	2	4	-10	3	5	3	1	-3
CCOC(=O)c1ccc(NC(=O)CCS(=O)(=O)c2ccc(Br)s2)cc1	-6	-4	-2	5	6	15	8	1
Cc1ccc(S(=O)(=O)N(Cc2ccc(F)cc2)C(=O)N2CCN(C)CC2)cc1	-1	4	-4	-4	-10	-2	-1	-5
COc1cc(C(=O)ON=C2C=C(C)C(=O)C(C)=C2)cc(OC)c1OC	3	-9	4	-2	5	-2	13	-6
Cc1ccc(CNC(=O)C2CC(=O)N(CCC(C)C)C2)cc1 (centres undefined)	2	16	-1	-4	-6	-3	23	-8
CCOC(=O)N1CCN(CC(=O)Nc2ccc(Oc3ccccc3)cc2)CC1	-4	12	10	-8	4	3	14	-2
Cn1c(=O)c(=O)n(C)c2cc(S(=O)(=O)N3CCCC3C(=O)Nc3ccccc3F)ccc21 (centres undefined)	10	16	3	8	-3	-6	3	-4
O=C(CC(=O)Nc1ccc(Cl)cc1Cl)Nc1ccc(Cl)cc1Cl	12	14	20	-1	5	5	8	-6
COc1cccc(NC(=O)CN(C)C(=O)CC2CC3CCC2C3)c1 (centres undefined)	9	-9	-7	0	4	6	-2	-5
O=C(c1cc2nc(-c3ccc(F)cc3)cc(C(F)(F)F)n2n1)N1CCOCC1	-26	-28	-3	1	0	4	2	-7
CC(C)CC(c1nnnn1Cc1ccco1)N1CCN(C2CCCC2)CC1 (centres undefined)	-15	4	8	-8	-4	7	-5	1
Nc1ncnc2c1ncn2[C@@H]1O[C@H](CNCc2ccc(OCC(=O)Nc3ccccn3)cc2)[C@@H](O)[C@H]1O	-11	-5	3	-1	-6	-8	6	-6

Compounds above that have two or more sulfur atoms (6):
mol	Jurkat NFkB inh	697 NFkB inh	Gli-Sufu block	SENP8 inh	SENP7 block	Apaf1 inhib	UBC13 inh	HKDC1 inh
Cc1ccc2nc(NC(=O)C3CCCN(S(=O)(=O)c4cccc5nonc45)C3)sc2c1 (centres undefined)	5	-13	/	-2	-5	4	-18	/
Cc1ccc(-c2csc3nc(SCC(N)=O)n(Cc4ccccc4)c(=O)c23)cc1	16	-15	10	-5	-7	17	4	-9
COc1ccc(NS(=O)(=O)c2ccc(NC(=O)Cc3cccs3)cc2)cc1	16	-12	4	-3	-1	3	7	-4
Cc1ccc(S(=O)(=O)N2CCSC2)cc1C	-3	4	56*	6	5	-1	-1	-6
CCCOc1ccc(NC(=O)CC2C(=O)N(Cc3ccccc3)C(=S)N2Cc2cccs2)cc1 (centres undefined)	-3	-3	-21	0	1	-8	3	1
CCOC(=O)c1ccc(NC(=O)CCS(=O)(=O)c2ccc(Br)s2)cc1	-6	-4	-2	5	6	15	8	1
